Mtb BioA inh = blocks M. tuberculosis BioA enzyme activity; 360,000 tested, 0.096% active; inhibition, % at 9.99 µM; purified M. tuberculosis BioA enzyme, plate reader; in the data active means inhibition above about 40%; inconclusive means no clear call, values can overlap the other calls
MazEF act = MazEF (E. coli) toxin RNase activation; FAM/BHQ RNA-DNA oligo cleavage fluorescence, 5 h; activation, % at 20 µM; 350,000 tested, 0.32% active; in the data active means activation above about 50%
Target sequence (P0AE70 whole entry, looked up): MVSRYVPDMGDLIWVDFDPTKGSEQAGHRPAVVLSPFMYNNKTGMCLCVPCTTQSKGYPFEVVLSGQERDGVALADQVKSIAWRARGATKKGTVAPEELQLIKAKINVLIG
PrPC surface inh = reduces human prion protein on the cell surface. P04156. cell surface PrPC, TR-FRET read-out. inhibition, % at 13.8 µM. 370,000 tested, 0.43% active; in the data active means inhibition above about 24%; further: 0% = median of the test wells and 100% = reference compound wells
FBA Mtb inh = inhibits M. tuberculosis FBA enzyme; 360,000 tested, 2.3% active; inhibition, % at 1 µM; purified M. tuberculosis FBA, fluorescence read-out; AID 588726; in the data active means inhibition above about 27%;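 further: 0% = vehicle and 100% = reference inhibitor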
FadD28 FP inh = inhibitors of Mycobacterium tuberculosis FadD28 bisubstrate binding; FadD28 bisubstrate probe binding, fluorescence polarization; inhibition, % at 12.5 µM; 360,000 tested, 0.22% active; in the data active means inhibition above about 8.5%, passing the limit was not always enough; inconclusive means no clear call, values can overlap the other calls
GDH-TPI counter = inhibits GDH-TPI coupling enzymes, artifact for Mtb FBA screen; GDH-TPI coupled enzyme counterscreen, NADH absorbance; inhibition, % at 4.8 µM; 360,000 tested, 1.2% active; AID 588335; in the data active means inhibition above about 30%;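 further: 0% = DMSO wells and 100% = wells lacking the enzyme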
Mtb UGM inh = Mtb UDP-galactopyranose mutase inhibition | AID 504406 | purified UGM, fluorescence polarization probe displacement | P9WIQ1 | inhibition, % at 10 µM | 320,000 tested, 0.06% active; in the data active means inhibition above about 10%, passing the limit was not always enough; inconclusive means no clear call, values can overlap the other calls
Target sequence (P9WIQ1 whole entry, looked up): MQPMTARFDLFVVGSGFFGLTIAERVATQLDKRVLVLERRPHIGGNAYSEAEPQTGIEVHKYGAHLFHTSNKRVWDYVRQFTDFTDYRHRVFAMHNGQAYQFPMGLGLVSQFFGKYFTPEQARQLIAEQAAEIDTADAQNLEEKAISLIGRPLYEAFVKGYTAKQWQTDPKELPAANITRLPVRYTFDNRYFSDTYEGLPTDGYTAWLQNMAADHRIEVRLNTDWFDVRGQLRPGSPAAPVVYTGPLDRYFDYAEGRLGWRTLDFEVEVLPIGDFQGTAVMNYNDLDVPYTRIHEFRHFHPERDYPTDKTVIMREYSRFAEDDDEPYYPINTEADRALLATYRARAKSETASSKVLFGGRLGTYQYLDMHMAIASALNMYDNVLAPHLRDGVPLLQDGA
BoNT-F LC inh = BoNT F light chain protease inhibition; Multiplex microsphere protease cleavage assay, flow cytometry; 360,000 tested, 0.22% active; inhibition, % at 10 µM; in the data active means inhibition above about 35%, passing the limit was not always enough; inconclusive means no clear call, values can overlap the other calls; further: plate controls were buffer without enzyme for full effect and enzyme alone for no effect
Rv3671c inh = inhibitors of M. tuberculosis serine protease Rv3671c. P9WHR9. inhibition, % at 5.96 µM. 320,000 tested, 0.048% active. AID 2606; in the data active means inhibition above about 38%;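 further: extracellular domain of Rv3671c used as enzyme; 0% = enzyme with DMSO and 100% = no enzyme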
Target sequence (P9WHR9 whole entry, looked up, the tested form may be a part): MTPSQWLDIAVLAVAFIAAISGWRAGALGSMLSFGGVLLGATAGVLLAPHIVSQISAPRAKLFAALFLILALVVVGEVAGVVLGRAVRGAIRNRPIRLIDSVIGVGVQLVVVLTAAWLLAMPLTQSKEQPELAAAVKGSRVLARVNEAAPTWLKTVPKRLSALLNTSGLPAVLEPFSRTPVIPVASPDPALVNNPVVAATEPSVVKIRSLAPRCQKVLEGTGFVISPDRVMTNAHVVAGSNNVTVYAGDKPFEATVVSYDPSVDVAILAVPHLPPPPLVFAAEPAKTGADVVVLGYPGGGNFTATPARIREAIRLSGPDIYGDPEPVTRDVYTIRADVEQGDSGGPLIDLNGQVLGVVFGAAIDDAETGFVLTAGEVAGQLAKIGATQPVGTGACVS
An asterisk follows results filed as active; u = inconclusive; x = no result given; & = joins results of further samples.

SMILES	Mtb BioA inh	MazEF act	PrPC surface inh	FBA Mtb inh	FadD28 FP inh	GDH-TPI counter	Mtb UGM inh	BoNT-F LC inh	Rv3671c inh
CCCCn1cnc2c(SCc3ccc([N+](=O)[O-])cc3)nc(N)nc21	-1.6	13	4	1	-2.3	6	x	3	x
COc1ccccc1NC(=S)NC(=O)/C=C/c1ccco1	x	6	-8	-2	-1.0	11	2.7	-4	-13
O=C(COC(=O)Cc1c(F)cccc1Cl)NC(=O)c1ccccc1	-0.4	3	2	-1	-1.4	6	3.3	4	-10
CC1(C)NC(=O)N(CCCCOc2ccc(Cl)cc2)C1=O	1.4	-9	6	0	-0.4	25	-4.3	-6	-4
COC(=O)c1ccc(CNC(=O)[C@@H]2CCCN2S(=O)(=O)c2ccccc2F)cc1	0.5	-11	-2	3	-1.3	7	6.0	3	11
CCn1ccc(C(=O)Nc2sc3c(c2C(=O)OC)CCC3)n1	-2.0	-2	-2	8	-2.7	10	4.3	-6	x
O=C(CSc1ncc(-c2ccc(F)cc2)n1Cc1ccco1)Nc1ccc2c(c1)OCO2	0.7	3	20	-5	0.2	2	u	-5	-2
CC(=O)Nc1cc(-c2ccc(N)nc2)cn2c(-c3cccc(C(F)(F)F)c3)cnc12	0.5	x	-16	3	-5.0	3	x	-7	x
COc1ccc(Nc2ccc(N3C(=O)CCC3=O)cc2[N+](=O)[O-])cn1	-1.3	0	-2	0	-1.9	8	0.4	3	5
Cc1[nH]n(-c2ccc([N+](=O)[O-])cc2)c(=O)c1C=NCCN1CCN(C(=O)c2ccc(Br)cc2)CC1	-0.5	10	-26	-8	-1.3	30	-2.1	16	2
COc1ccc(N(CC(=O)Nc2ccccc2C(N)=O)S(=O)(=O)c2ccc(C)c([N+](=O)[O-])c2)cc1	1.3	0	0	0	-4.8	0	0.7	1	-13
CCOCC(=O)Nc1c(C(=O)Nc2ccccc2OC)oc2ccccc12	-1.3	0	-2	0	-5.1	12	-4.1	-6	5
COc1cc2c(cc1OC)C(c1ccccc1)N(C(=O)C(C)(C)C)CC2 (stereo not given)	-1.2	-1	2	2	x	1	x	18	x
CCN(CCCNC(=O)CCCn1c(=O)[nH]c2ccccc2c1=O)c1cccc(C)c1	1.4	-2	-4	0	0.2	-13	-1.6	-1	6
O=C(Cc1ccc(Cl)cc1)NCc1ccccc1Cl	x	-1	1	1	-1.6	2	-1.2	0	3

Some of the entries so far, with two lines to a compound:
Second line of a record: Mtb BioA inh	MazEF act	PrPC surface inh	FBA Mtb inh	FadD28 FP inh	GDH-TPI counter	Mtb UGM inh	BoNT-F LC inh	Rv3671c inh
- Cc1[nH]n(-c2ccc([N+](=O)[O-])cc2)c(=O)c1C=NCCN1CCN(C(=O)c2ccc(Br)cc2)CC1
  -0.5	10	-26	-8	-1.3	30	-2.1	16	2
- COc1ccc(N(CC(=O)Nc2ccccc2C(N)=O)S(=O)(=O)c2ccc(C)c([N+](=O)[O-])c2)cc1
  1.3	0	0	0	-4.8	0	0.7	1	-13
- CCOCC(=O)Nc1c(C(=O)Nc2ccccc2OC)oc2ccccc12
  -1.3	0	-2	0	-5.1	12	-4.1	-6	5
- COc1cc2c(cc1OC)C(c1ccccc1)N(C(=O)C(C)(C)C)CC2 (stereo not given)
  -1.2	-1	2	2	x	1	x	18	x
- CCN(CCCNC(=O)CCCn1c(=O)[nH]c2ccccc2c1=O)c1cccc(C)c1
  1.4	-2	-4	0	0.2	-13	-1.6	-1	6

Additional entries.
SMILES	Mtb BioA inh	MazEF act	PrPC surface inh	FBA Mtb inh	FadD28 FP inh	GDH-TPI counter	Mtb UGM inh	BoNT-F LC inh	Rv3671c inh
CCN(CC)C(=O)c1ccc(NC(=O)c2cccc(F)c2)cc1	6.5	7	-3	-2	-4.7	-10	-2.1	-3	-1
Cc1cc(N2C(=O)C(O)=C(C(=O)c3ccco3)C2c2cccc(Cl)c2)no1 (stereo not given)	-1.3	2	-1	-3	-4.9	7	2.3	x	-3
COc1ccc2nc(SCc3ccccc3C)nc(C)c2c1	x	-7	1	8	-4.3	4	1.1	-1	-12
CC1(C)CC(=O)C=C(Nc2ccc(Br)cn2)C1	-0.7	6	-3	2	0.9	27	2.0	-20	9
N#Cc1nc(Cc2cccc3ccccc23)oc1NCCCN1CCOCC1	0.9	3	-2	-2	-2.1	5	1.2	-2	-10
CN(C)S(=O)(=O)c1ccc(NC(=O)N2CCOCC2)cc1	x	3	-4	4	0.1	3	1.7	1	-7
Cc1ccnc(NC(=O)c2cccs2)c1	-1.2	-2	-6	0	-0.8	4	-2.0	-8	-1
Cc1ccccc1-n1ccnc1SCC(=O)NC1CCCC1	-2.9	5	8	4	-1.3	7	-1.2	-2	-4
COc1ccc(CCNC(=O)CCS(=O)(=O)c2ccc3c(c2)CCN3C(C)=O)cc1OC	1.4	13	4	1	-0.3	11	-1.1	-6	2
C=C1C(=O)[C@]23C[C@H]1CCC2[C@]1(C)C(=O)CC[C@@](C)(C(=O)O)C1C[C@@H]3O (stereo not given in full)	-0.7	x	6	1	-0.2	x	x	-4	x
CC(OC(=O)C1CC(=O)N(Cc2ccco2)C1)C(=O)Nc1cccc(C#N)c1 (stereo not given)	1.1	2	5	-2	-0.5	-5	x	-17	x
COc1ccc(NC(=O)NNS(=O)(=O)c2cc(C)ccc2C)cc1OC	0.2	4	-4	-1	-1.7	-5	-0.4	4	1
CN(C)c1ccc(S(=O)(=O)N2CCCCC2)cc1NC(=O)CCNC(=O)c1ccccc1Cl	-0.4	-2	6	0	-0.3	6	x	-2	x
CC1CCCC(=NNc2ccc3ccccc3n2)C1 (stereo not given)	x	4	-9	7	0.9	17	x	-5	x
O=C(CCN1C(=O)C2C3CC(C(Br)C3Br)C2C1=O)OCC(=O)c1ccccc1 (stereo not given)	x	-3	6	0	-2.1	3	0.8	-3	-2
COc1ccc(C(=O)OCC(=O)c2ccc3c(c2)NC(=O)CO3)cc1OC	-0.8	-18	4	-2	-3.4	-10	0.5	-10	-13
O=C(CSc1nnc(NC2CCCCC2)s1)Nc1ccc2c(c1)C(=O)c1ccccc1C2=O	x	20	-8	-2	-2.1	2	0.2	2	-3
CCN(CC)S(=O)(=O)c1cccc(C(=O)NCC(c2ccccc2)N(C)C)c1 (stereo not given)	x	-3	-10	-1	1.4	1	-0.4	-4	3
CC12CCC(C(=O)Nc3ncc([N+](=O)[O-])s3)(OC1=O)C2(C)C (stereo not given)	-0.6	-2	x	-3	-0.2	6	-2.7	-3	-2
CCc1nnc(NC(=O)c2ccc(COc3ccc(C)cc3)o2)s1	-3.6	-7	-4	-1	-1.2	2	1.3	-1	6
CCOC(=O)C1=C(C)N(C)C(=S)N(C)C1c1ccc(OC)cc1 (stereo not given)	x	-5	-3	8	-3.1	-8	0.1	-1	1
Cc1ccc(S(=O)(=O)NC(=O)C2(C)CCN2C(=O)C2CCCCC2)nc1 (stereo not given)	-0.4	x	-4	2	-0.6	5	x	3	x
CCCC1(CCO)C(=O)NC(=S)NC1=O	-2.7	-1	3	6	0.8	1	x	-2	x
Cc1oc(-c2cccc(Cl)c2)nc1CS(=O)(=O)CC(=O)NC1CCCC1	-0.3	2	5	0	-0.3	0	3.0	-1	1
Clc1ncnc2[nH]ccc12	-0.8	0	-3	4	-0.8	11	x	-5	x
CC1CCN(S(=O)(=O)c2ccc(C(=O)Nc3ncccc3O)cc2)CC1	-1.3	0	-3	0	-3.5	12	1.0	-3	-11
CN(c1ccccc1)c1ccc(/C=C/[N+](=O)[O-])cc1	x	11	-4	-16	-1.2	7	-0.3	23	1
CCOc1ccc(-c2cc(C(=O)OC)[nH]n2)cc1	x	6	-2	3	-1.0	-3	0.9	-4	2
Cc1csc(NC(=O)CSc2nsc(SCC(=O)Nc3nc(C)cs3)c2C#N)n1	-1.0	45	-7	-3	-9.6	1	2.6	6	-4
COC(=O)c1c(-c2ccccc2)csc1NC(=O)C1CC=CCC1C(=O)O (stereo not given)	x	5	1	10	-1.1	-1	1.9	-6	-16
CCNc1ccc(S(=O)(=O)N2CCCCC2)cn1	0.5	-2	2	2	0.4	-2	-8.5	-13	-6
O=C(NCCCOc1cccc(CN2CCCCC2)c1)c1ccc(Cl)c(Cl)c1	4.2	0	-7	-1	-3.0	-4	-0.4	-11	9
OCC1(CCOc2ccccc2)CCN(Cc2cn[nH]c2-c2ccccc2)CC1	x	-17	5	-1	-0.9	4	0.7	1	5
CCOC(=O)c1cc2c(C)n(-c3ccc(N(C)C)cc3)c(C)c2cc(C(=O)OCC)c1=O	1.2	7	-3	-1	-3.4	-11	4.4	6	-4
COc1cc(CNC(C)c2ccccc2)cc(Cl)c1OCC(=O)Nc1ccccc1 (stereo not given)	x	-7	9	0	-6.1	3	1.1	-13	4
Cc1ccc(NC(=O)CSc2nnc(-c3ccccn3)n2C)cc1	0.3	10	6	2	-0.8	-4	-1.1	-34	-1
CCOCCCNC(=O)c1ccc(CS(=O)(=O)Cc2cccc(C)c2)o1	0.0	1	4	2	0.8	-2	-1.4	-9	0
O=C1CNC(=O)/C1=C/c1ccccc1	-1.6	2	3	0	-1.4	10	-1.5	6	-3
COCCCNC(=O)c1ccc(C2SCC(=O)N2Cc2ccco2)cc1 (stereo not given)	x	1	5	1	0.4	-2	-0.6	2	3
CSc1ccc(Cl)c(C(=O)Nc2ccc(OCC(N)=O)cc2)c1	0.0	6	6	-1	-0.8	10	-1.3	2	1
CCCOn1nnnc1-c1ccccc1	x	1	5	3	0.5	4	-0.4	-7	-8
CCCN1CCN(CCCNC(=O)C2CCN(c3nnc(-n4cccc4)s3)CC2)CC1	-1.4	2	1	0	-0.4	2	0.0	3	-5
CCOc1ccc(/C=C(\C(=O)O)c2ccc(S(=O)(=O)N3CCCCC3)s2)cc1OC	1.1	-3	-2	1	0.6	27	0.9	-5	-3
COc1ccc(C(=O)OCC(=O)N(C)C2CCS(=O)(=O)C2)cc1S(=O)(=O)N(C)Cc1ccccc1 (stereo not given)	x	1	1	11	1.2	6	1.9	0	5
COc1ccc(CSc2nnc(N)s2)cc1F	-0.5	-4	-4	-2	-3.0	0	-0.4	1	-2
C[C@H]1CN([C@@H](C)CO)S(=O)(=O)c2ccc(Br)cc2O[C@H]1CN(C)C(=O)Nc1ccccc1F	12&26	3	2	0	-0.1	-3	x	-2	x
C/C(N)=C(/C#N)C(=O)COc1ncnc2ccc(Br)cc12	-1.3	4	-4	-2	-0.2	-1	2.0	2	-3
CCOC(=O)c1sc(N(Cc2ccccc2)C(=O)COC(=O)c2ccc(O)cc2)nc1C	-0.5	-6	3	3	-2.0	6	2.0	-5	-131
COc1ccc(C2=NCCc3cc(OC)c(OC)cc32)cc1	x	-7	-11	5	-0.2	25	1.5	-4	-1
Oc1ccc(/C=N/N2CCOCC2)c(O)c1O	x	2	-8	-1	-2.0	3	-2.8	-5	-6
CCc1ccc(C(O)c2ncc(-c3cccc(C(F)(F)F)c3)[nH]2)cc1 (stereo not given)	-0.3	x	1	0	-3.3	8	x	-7	x
CCN=C1SC(C(=O)Nc2cccc(OCC)c2)CC(=O)N1CC (stereo not given)	-0.6	18	-1	3	-0.7	-1	3.2	-3	-3
CC(=O)OCC1OC(n2c(S)c(C#N)c(-c3ccccc3)c(C#N)c2=O)C(OC(C)=O)C(OC(C)=O)C1OC(C)=O (stereo not given)	x	-4	-4	1	-1.9	21	x	-5	x
CC(/C=C/c1ccccc1)=N\NC(=O)Cn1cncn1	-1.1	1	0	1	-1.6	7	0.7	u	-4
O=C(Nc1cccc(-c2ccc(N3CCCCC3)nn2)c1)c1ccc(Br)o1	-0.3	-12	-6	2	-3.2	2	1.9	1	-17
O=C(CCS(=O)(=O)Cc1ccccc1)Nc1nnc(C(F)(F)F)s1	-0.6	-5	3	1	x	3	1.5	5	-1
CCOC(=O)N1CCN(C(=O)CCNS(=O)(=O)c2ccc3c(c2)c(=O)n(C)c(=O)n3C)CC1	x	2	9	0	0.2	-1	-1.4	-2	-9
CCNc1ccc(Br)cc(C(=O)/C=C/c2ccc(Cl)cc2)c1=O	1.7	-38	x	-2	1.2	16	-2.6	6	3
CCCCc1cc(=O)oc2cc(OC(C)C(=O)NCc3ccccn3)c(Cl)cc12 (stereo not given)	1.2	8	3	2	-2.7	-1	1.4	-8	-12
CCOC(=O)CSc1nc(C)c(C(C)=O)cc1C(N)=O	1.2	3	1	-2	-0.4	-5	1.2	-5	4
CCCCOc1ccc(/C=N/NC(=O)c2csc(C)c2C)cc1	-0.9	-4	7	-7	-3.1	7	-2.9	0	-8

Screening data (PubChem BioAssay)
